TNAP act hiacc – TNAP activators at high phosphate acceptor level, primary screen, biochemical, luminescence, uHTS; activation factor at 20 µM; purified TNAP, CDP-star luminescence, 1 M DEA, 30 min; stronger effect = higher value; 0 = EDTA background, 1 = DMSO-only activity; Alkaline phosphatase, tissue-nonspecific isozyme (Homo sapiens), P05186; 200,000 tested, under 10 active;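 active means activation factor at least 2 at 20 µM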
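Control set: EDTA negative control, DMSO positive control / Assay system: human TNAP / Quantity: TNAP 1/800 final / Evaluation: TNAP activation factor scaled between EDTA and DMSO control wells / Measured by: luminescent substrate turnover signal / Compound dosing: one dose, 20 µM / Times: 30 min enzyme reaction at room temperature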
TNAP inh noacc – human TNAP enzyme inhibitors, primary screen, biochemical, luminescent, no phosphate acceptor, uHTS | Alkaline phosphatase, tissue-nonspecific isozyme (Homo sapiens), P05186 | purified TNAP, CDP-star luminescence, 30 min | inhibition, % at 20 µM | 200,000 tested, 0.26% active | AID 1012, 2008;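 active means tissue-nonspecific alkaline phosphatase inhibition above about 50% at 20 µM in the single-dose screen, limit read from the data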;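 further: 0% = DMSO negative control and 100% = EDTA positive control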
FLuc stim CS – FLuc activators, initial screening, artefact control for FLuc-dependent activation tests, biochemical, ATPlite luminescence. activation factor at 10 µM. 200,000 tested, under 10 active. ATPlite luciferase biochemical, 10 min; 0 = ATP-free wells, 1 = DMSO control;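 active means luciferase activation factor, scaled between plate controls, of at least 2 with compound at 10 µM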
Target sequence (P08659 whole entry, looked up): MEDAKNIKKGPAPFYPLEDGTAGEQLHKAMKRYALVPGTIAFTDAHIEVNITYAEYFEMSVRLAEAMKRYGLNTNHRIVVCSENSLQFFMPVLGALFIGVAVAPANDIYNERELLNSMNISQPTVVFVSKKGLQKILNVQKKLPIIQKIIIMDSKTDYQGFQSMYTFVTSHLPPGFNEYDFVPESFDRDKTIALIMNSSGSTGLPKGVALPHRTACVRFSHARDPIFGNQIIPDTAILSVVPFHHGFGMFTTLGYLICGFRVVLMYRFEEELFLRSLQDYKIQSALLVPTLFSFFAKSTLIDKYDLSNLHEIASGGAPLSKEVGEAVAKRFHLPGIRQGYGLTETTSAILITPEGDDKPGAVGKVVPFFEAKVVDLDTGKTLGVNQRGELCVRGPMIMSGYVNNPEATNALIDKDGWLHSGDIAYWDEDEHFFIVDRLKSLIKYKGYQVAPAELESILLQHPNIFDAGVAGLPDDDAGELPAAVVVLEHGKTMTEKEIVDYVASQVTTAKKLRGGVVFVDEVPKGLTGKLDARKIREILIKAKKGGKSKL
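System: cell-free luciferase reagent; medium: PBS as buffer for the ATP substrate; doses: test compounds dosed from 2 mM stocks in 100% DMSO; incubation: 10 min, room temperature; measured by: luminescence from luciferase reaction; read-out: luciferase activation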
PMI act – activators of human PMI, primary screen, biochemical, fluorescence intensity, near-Km mannose 6-phosphate | 190,000 tested, 0.005% active | activation factor at 20 µM | purified human PMI, coupled resazurin fluorescence, 20 min; stronger effect = higher value; 1 = vehicle control, 0 substrate-free wells | Mannose-6-phosphate isomerase (Homo sapiens), P34949;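 active means activation factor of 2 or more at 20 µM, relative to plate controls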
Target sequence (P34949 whole entry, looked up): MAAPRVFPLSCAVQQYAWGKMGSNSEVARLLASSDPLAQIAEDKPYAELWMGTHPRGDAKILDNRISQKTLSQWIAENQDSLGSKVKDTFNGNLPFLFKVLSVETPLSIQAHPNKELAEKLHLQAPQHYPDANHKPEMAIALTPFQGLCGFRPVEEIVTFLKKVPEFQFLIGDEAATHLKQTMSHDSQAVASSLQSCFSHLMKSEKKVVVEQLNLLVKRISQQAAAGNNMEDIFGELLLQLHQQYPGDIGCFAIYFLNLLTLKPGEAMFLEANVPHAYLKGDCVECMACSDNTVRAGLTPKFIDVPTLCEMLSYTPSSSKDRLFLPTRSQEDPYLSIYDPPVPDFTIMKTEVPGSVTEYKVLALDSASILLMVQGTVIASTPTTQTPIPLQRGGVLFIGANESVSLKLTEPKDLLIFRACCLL
G6PDH CS – L. mesenteroides G6PDH inhibitors, counter-screen for G6PDH-coupled screening assays, biochemical, Leuconostoc mesenteroides enzyme | glucose-6-phosphate dehydrogenase [Leuconostoc mesenteroides] | Purified L. mesenteroides G6PDH, diaphorase/resazurin coupled fluorescence, 45 min | inhibition, % at 5 µM | 200,000 tested, 0.12% active | AID 1020, 2008; in the data active means inhibition above about 50%
HMGR II inh – inhibitors of E. faecalis class II HMGR, primary screen, biochemical, Enterococcus faecalis; HMG-CoA reductase (Enterococcus faecalis, mvaE); purified E. faecalis HMGR, NADPH absorbance 340 nm kinetic; inhibition, % at 10 µM; 190,000 tested, 0.41% active; AID 1066, 2008;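 active means inhibition above a set limit, the median over all tested compounds plus 3 SD, cut at about 9.5% in these data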;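 further: enzyme runs in reverse so mevalonate oxidation gives rising NADPH absorbance; 0% = complete reaction with DMSO and 100% = background rate lacking mevalonate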
Diaph act CS – compounds boosting diaphorase resazurin reduction – biochemical, uHTS, resorufin fluorescence, counter-screen for diaphorase-coupled primary assays, primary screen. Diaphorase/resazurin coupled assay, 16 min; stronger effect = higher value; 1 = vehicle wells, 0 = NADH-free wells. activation factor at 20 µM. 190,000 tested, 0.005% active;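 active means diaphorase activity raised at least twofold by the compound at 20 µM; inactive means activation factor below 2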
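Material: bacterial diaphorase enzyme (C. kluyveri); amount: enzyme 0.07 U/mL final; reagent: NADH substrate 0.114 mM plus resazurin dye 0.1 mM, final; doses: single compound dose of 20 µM, 1% DMSO final; timing: 16 min enzyme reaction, ambient temperature; measured by: fluorescence of resorufin, 544 nm excitation, 590 nm emission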
PMI act hi M6P – human PMI activators, high substrate, primary screen, biochemical, fluorescence intensity, near-saturating mannose 6-phosphate; coupled PMI enzyme assay, resazurin fluorescence, 20 min; stronger effect = higher value; 1 = untreated enzyme, 0 = substrate-free blank; activation factor at 20 µM; 190,000 tested, 0.34% active;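 active means activation factor of 2 or more at 20 µM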
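test system = human PMI in coupled enzyme assay | medium = HEPES-buffered pH 7.4 with magnesium and detergent | also added = 1.0 mM mannose-6-phosphate substrate with 0.22 mM NADP+ | compound = 20 µM single dose | times = 20 min incubation at room temperature | measured by = resorufin fluorescence (Ex 544/Em 590 nm) from resazurin via diaphorase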
Diaphorase inh – diaphorase inhibitors and chemical oxidizers, primary screen, counter-screen for diaphorase-coupled primary assays, biochemical, uHTS, resorufin fluorescence | diaphorase resazurin-to-resorufin fluorescence, NADH, 16 min; bacterial (C. kluyveri) enzyme, not human | inhibition, % at 20 µM | 190,000 tested, 0.69% active | AID 1217, 2008;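 active means primary screen inhibition at 20 µM above a set limit, cut at about 50% in these data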;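 further: plate controls were DMSO with full reaction for no effect and wells lacking NADH for full effect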
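Assay system: diaphorase enzyme from Clostridium kluyveri; Input: enzyme working solution with 0.14 U/mL diaphorase; Timing: 16 min at room temperature; Technique: resorufin fluorescence, excitation 544 nm, emission 590 nm; Benchmarks: positive control minus NADH, DMSO neutral control.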
TNAP inh hi DEA – human TNAP enzyme inhibitors, primary screen, biochemical, luminescent, high phosphate acceptor level, uHTS | inhibition, % at 20 µM | AID 1135, 2008 | Alkaline phosphatase, tissue-nonspecific isozyme (Homo sapiens), P05186 | purified TNAP, CDP-star luminescence, 1 M DEA | 200,000 tested, 0.03% active;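 active means over 50% inhibition of tissue-nonspecific alkaline phosphatase at 20 µM in the single-dose screen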;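 further: plate controls were DMSO wells for no effect and EDTA-quenched wells as full inhibition for full effect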
* marks the source's active call; other numbers are inactive results.

Start of the listing, in advance:
For O=C(Nc1ccc([N+](=O)[O-])cc1)C1C(c2ccccc2)=C1c1ccccc1 the results were TNAP act hiacc 1.1, TNAP inh noacc -14, FLuc stim CS 1.1, PMI act 0.9, G6PDH CS -7, HMGR II inh 0, Diaph act CS 0.9, PMI act hi M6P 1, Diaphorase inh 11 and TNAP inh hi DEA -6.
Clc1ccc(OCc2cn3ccccc3n2)c2ncccc12 was read as TNAP act hiacc 1, TNAP inh noacc 2, FLuc stim CS 0.8, PMI act 0.9, G6PDH CS 30, HMGR II inh -5, Diaph act CS 1, PMI act hi M6P 0.5, Diaphorase inh 2 and TNAP inh hi DEA 0.

All compounds of this part, previewed entries included:
For O=C(Nc1ccc([N+](=O)[O-])cc1)C1C(c2ccccc2)=C1c1ccccc1 the results were TNAP act hiacc 1.1, TNAP inh noacc -14, FLuc stim CS 1.1, PMI act 0.9, G6PDH CS -7, HMGR II inh 0, Diaph act CS 0.9, PMI act hi M6P 1, Diaphorase inh 11 and TNAP inh hi DEA -6.
Clc1ccc(OCc2cn3ccccc3n2)c2ncccc12 was read as TNAP act hiacc 1, TNAP inh noacc 2, FLuc stim CS 0.8, PMI act 0.9, G6PDH CS 30, HMGR II inh -5, Diaph act CS 1, PMI act hi M6P 0.5, Diaphorase inh 2 and TNAP inh hi DEA 0.
`CC(=O)c1ccc(Oc2cc(C(F)(F)F)cnc2C(N)=O)cc1` gave TNAP act hiacc 1, TNAP inh noacc -6, FLuc stim CS 1, PMI act 1.1, G6PDH CS 6, HMGR II inh 9, Diaph act CS 0.9, PMI act hi M6P 0.9, Diaphorase inh 7 and TNAP inh hi DEA -1.
Screening CCOc1cc2[nH]c(=O)n(CCCCC(=O)NCc3ccco3)c(=O)c2cc1OCC returned TNAP act hiacc 1, TNAP inh noacc -8, FLuc stim CS 1, PMI act 1, G6PDH CS 5, HMGR II inh 0, Diaph act CS 1, PMI act hi M6P 1, Diaphorase inh 2 and TNAP inh hi DEA 1.
`O=C(Cc1ccc(Cl)cc1)Nc1ccccc1N1CCOCC1` gave TNAP act hiacc 1, TNAP inh noacc 0, FLuc stim CS 1, PMI act 1.1, G6PDH CS 16, HMGR II inh -9, Diaph act CS 1, PMI act hi M6P 1.1, Diaphorase inh 1 and TNAP inh hi DEA -2.
`CCC(C)n1c(-c2ccco2)nc2nc3ccccc3nc21` (stereo not drawn) gave TNAP act hiacc 1.1, TNAP inh noacc -10, FLuc stim CS 1.1, PMI act 0.9, G6PDH CS -8, HMGR II inh 3, Diaph act CS 0.8, PMI act hi M6P 1, Diaphorase inh 22 and TNAP inh hi DEA -5.
CCCc1cc(=O)n2[nH]c(C)nc2n1 was read as TNAP act hiacc 1.1, TNAP inh noacc -7, FLuc stim CS 1.1, PMI act 0.9, G6PDH CS 7, HMGR II inh -5, Diaph act CS 0.9, PMI act hi M6P 1, Diaphorase inh 13 and TNAP inh hi DEA -6.
`Cc1ccc(-n2cccc2C(=S)N=P(N(C)C)(N(C)C)N(C)C)cc1` gave TNAP act hiacc 1.1, TNAP inh noacc 4, FLuc stim CS 1.1, PMI act 0.8, G6PDH CS 10, HMGR II inh -5, Diaph act CS 0.8, PMI act hi M6P 0.8, Diaphorase inh 22 and TNAP inh hi DEA -8.
`O=C1/C(=C/c2ccc([N+](=O)[O-])cc2)C=C(c2ccccc2)N1c1ccccc1` gave TNAP act hiacc 0.9, TNAP inh noacc 14, FLuc stim CS 1, PMI act 1, G6PDH CS 4, HMGR II inh -3, Diaph act CS 0.8, PMI act hi M6P 1, Diaphorase inh 16 and TNAP inh hi DEA 12.
For Cc1ccccc1C(=O)O/N=C1\CCS(=O)(=O)c2sccc21 the results were TNAP act hiacc 1, TNAP inh noacc -1, FLuc stim CS 0.8, PMI act 0.9, G6PDH CS -13, HMGR II inh 5, Diaph act CS 0.9, PMI act hi M6P 0.9, Diaphorase inh 9 and TNAP inh hi DEA -4.
Screening COC(=O)c1ccccc1NC(=O)C1CC(c2ccccc2O)=NO1 (stereo not drawn) returned TNAP act hiacc 1.1, TNAP inh noacc -2, FLuc stim CS 1.1, PMI act 0.9, G6PDH CS 10, HMGR II inh 2, Diaph act CS 0.9, PMI act hi M6P 0.9, Diaphorase inh 6 and TNAP inh hi DEA -5.
COC(=O)c1sccc1NC(=O)c1csc(C)c1 was read as TNAP act hiacc 1.1, TNAP inh noacc -15, FLuc stim CS 1.1, PMI act 0.9, G6PDH CS -38, HMGR II inh -3, Diaph act CS 0.8, PMI act hi M6P 0.8, Diaphorase inh 19 and TNAP inh hi DEA -6.
`CCOC(=O)C1(Cc2ccccc2Cl)CCN(S(=O)(=O)N(C)C)CC1` gave TNAP act hiacc 1.1, TNAP inh noacc 0, FLuc stim CS 1.1, PMI act 1, G6PDH CS 15, HMGR II inh -7, Diaph act CS 0.9, PMI act hi M6P 0.9, Diaphorase inh 6 and TNAP inh hi DEA -6.
For O=C1OCCC1Sc1nc2ccccc2c(=O)n1Cc1ccccc1 (stereo not drawn) the results were TNAP act hiacc 1, TNAP inh noacc -8, FLuc stim CS 1.1, PMI act 1, G6PDH CS 6, HMGR II inh -2, Diaph act CS 0.9, PMI act hi M6P 1, Diaphorase inh 8 and TNAP inh hi DEA -1.
CCN(CC)C(=O)CCS(=O)(=O)c1cccc2nonc12 was read as TNAP act hiacc 1, TNAP inh noacc -10, FLuc stim CS 1, PMI act 1, G6PDH CS 1, HMGR II inh 0, Diaph act CS 1, PMI act hi M6P 1, Diaphorase inh 4 and TNAP inh hi DEA 1.
Screening O=C(c1ccccc1)N1CC(COc2ccccc2)OC(c2cccnc2)O1 (stereo not drawn) returned TNAP act hiacc 1, TNAP inh noacc -4, FLuc stim CS 1, PMI act 1, G6PDH CS 3, HMGR II inh 0, Diaph act CS 1, PMI act hi M6P 1, Diaphorase inh 3 and TNAP inh hi DEA -5.
COc1ccc(N2CCN(CCNC(=O)c3ccc(NC(=O)C4CCCO4)cc3)CC2)cc1 (stereo not drawn) was read as TNAP act hiacc 1, TNAP inh noacc -3, FLuc stim CS 1, PMI act 0.8, G6PDH CS 12, HMGR II inh 4, Diaph act CS 0.9, PMI act hi M6P 0.8, Diaphorase inh 13 and TNAP inh hi DEA 2.
Screening Cc1ccccc1OCC(O)Cn1c(NCc2ccco2)nc2c1c(=O)n(C)c(=O)n2C (stereo not drawn) returned TNAP act hiacc 1.1, TNAP inh noacc -14, FLuc stim CS 1.1, PMI act 1, G6PDH CS -6, HMGR II inh -2, Diaph act CS 0.8, PMI act hi M6P 1, Diaphorase inh 18 and TNAP inh hi DEA -12.
For CN/C=C1\C(=O)C(C)(C)Oc2ccc3ccc(=O)oc3c21 the results were TNAP act hiacc 1, TNAP inh noacc -24, FLuc stim CS 1, PMI act 0.8, G6PDH CS -10, HMGR II inh 1, Diaph act CS 0.8, PMI act hi M6P 0.8, Diaphorase inh 19 and TNAP inh hi DEA -3.
COc1cccc(N2CCN(C(=O)CSc3ccc(F)cc3)CC2)c1 was read as TNAP act hiacc 1, TNAP inh noacc -7, FLuc stim CS 1, PMI act 0.9, G6PDH CS 6, HMGR II inh 4, Diaph act CS 0.9, PMI act hi M6P 0.8, Diaphorase inh 10 and TNAP inh hi DEA 2.
Screening Cc1cccc2sc(NC(=O)CN3C(=O)c4ccccc4C3=O)nc12 returned TNAP act hiacc 1, TNAP inh noacc -14, FLuc stim CS 1, PMI act 0.8, G6PDH CS 20, HMGR II inh 1, Diaph act CS 0.9, PMI act hi M6P 0.9, Diaphorase inh 9 and TNAP inh hi DEA -2.
For O=C(CCc1ccc(S(=O)(=O)NC2CCCCC2)cc1)Nc1ccccc1 the results were TNAP act hiacc 1, TNAP inh noacc -5, FLuc stim CS 1, PMI act 0.9, G6PDH CS 2, HMGR II inh 2, Diaph act CS 0.9, PMI act hi M6P 1, Diaphorase inh 14 and TNAP inh hi DEA -2.
For O=C(CSc1ccccc1)Nc1ccc(N2CCN(c3ccccc3)CC2)c(F)c1 the results were TNAP act hiacc 1.1, TNAP inh noacc -14, FLuc stim CS 1.1, PMI act 1, G6PDH CS 0, HMGR II inh 9, Diaph act CS 0.9, PMI act hi M6P 1, Diaphorase inh 14 and TNAP inh hi DEA -5.
`CCCOc1ccc(CN(CCO)CCO)cc1[N+](=O)[O-]` gave TNAP act hiacc 1, TNAP inh noacc -7, FLuc stim CS 1.1, PMI act 1.2, G6PDH CS -1, HMGR II inh -4, Diaph act CS 0.9, PMI act hi M6P 1.1, Diaphorase inh 6 and TNAP inh hi DEA -4.
For Nc1nc(-c2ccco2)nc(N2CCCCC2)n1 the results were TNAP act hiacc 1.1, TNAP inh noacc -9, FLuc stim CS 1, PMI act 1, G6PDH CS 4, HMGR II inh -4, Diaph act CS 0.9, PMI act hi M6P 1, Diaphorase inh 12 and TNAP inh hi DEA -5.
Screening CCOC(=O)CNC(=O)Cn1cnc2sc(C)c(S(=O)(=O)N3CCC(C)CC3)c2c1=O returned TNAP act hiacc 1, TNAP inh noacc -9, FLuc stim CS 1.1, PMI act 1, G6PDH CS -2, HMGR II inh -5, Diaph act CS 0.9, PMI act hi M6P 1.1, Diaphorase inh 9 and TNAP inh hi DEA -1.

Screening results as filed in PubChem BioAssay.
